hIAP act: human IAP activation | P09923 | purified human IAP, CDP-Star luminescence, 30 min; hits give high values; 1 = vehicle-only enzyme, 0 = enzyme-free background | activation factor at 10 µM | actives 0.16% (n = 330,000) | AID 2524;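 active = activation factor of the enzyme at least 2-fold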; also: the source names both 10 and 20 µM as test concentration; values of inactives mirror those of a sister screen read the other way
Target sequence (P09923 whole entry, looked up): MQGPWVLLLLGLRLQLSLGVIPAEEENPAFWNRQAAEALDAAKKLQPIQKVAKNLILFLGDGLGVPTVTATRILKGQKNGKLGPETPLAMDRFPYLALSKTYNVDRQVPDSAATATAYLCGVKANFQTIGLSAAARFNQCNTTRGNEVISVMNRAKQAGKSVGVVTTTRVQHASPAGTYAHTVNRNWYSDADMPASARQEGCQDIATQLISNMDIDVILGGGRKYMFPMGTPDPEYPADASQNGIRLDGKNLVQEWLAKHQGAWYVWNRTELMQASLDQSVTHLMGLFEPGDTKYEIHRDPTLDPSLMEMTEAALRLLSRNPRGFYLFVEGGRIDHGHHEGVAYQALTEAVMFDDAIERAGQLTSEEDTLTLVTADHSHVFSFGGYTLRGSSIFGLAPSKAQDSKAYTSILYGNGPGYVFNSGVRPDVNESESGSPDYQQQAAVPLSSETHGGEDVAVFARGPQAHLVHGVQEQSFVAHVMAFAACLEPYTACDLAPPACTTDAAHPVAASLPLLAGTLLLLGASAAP
HKDC1 inhibitor: blocks human hexokinase HKDC1 activity. inhibition, % at 20 µM. actives 0.16% (n = 340,000). recombinant HKDC1, G6PDH/diaphorase resazurin coupled fluorescence. AID 493160. Q2TB90;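 active = inhibition above about 35% when tested at 20 µM, limit read from the data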;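 also: plate controls were DMSO wells with enzyme for no effect and DMSO wells lacking enzyme for full effect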
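Assay system: recombinant HKDC1 hexokinase; detection: coupled resazurin fluorescence, excitation 525 nm, emission 613 nm; benchmarks: DMSO-plus-enzyme-mix negative control, buffer-substituted positive control; compound dosing: single 20 µM dose; schedule: 90 min at room temperature in dark; also added: glucose plus 1 mM ATP as hexokinase substrates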
PfGluPho inh: PfG6PD (Plasmodium falciparum) enzyme inhibition; PfGluPho enzyme, NADPH resazurin-diaphorase fluorescence; inhibition, % at 20 µM; actives 0.78% (n = 350,000); AID 504690;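 active = inhibition reaching at least a set limit at 20 µM in the primary screen, cut at about 59% in these data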;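 also: 0% = DMSO wells with substrate and 100% = DMSO wells lacking glucose-6-phosphate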
mIAP act: increases mouse intestinal alkaline phosphatase activity. muIAP, CDP-Star luminescence, 30 min; hits give high values; 1 = vehicle-only enzyme signal, 0 = enzyme-free wells. activation factor at 10 µM. actives 0.24% (n = 330,000). AID 2805;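 active = activation factor of at least 2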; also: the source names both 10 and 20 µM as test concentration; values of inactives mirror those of a sister screen read the other way
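System: mouse IAP enzyme. Reagent: CDP-Star chemiluminescent phosphatase substrate. Benchmarks: DMSO wells, no-enzyme wells. Times: 30 min enzyme-substrate-compound incubation at room temperature. Detection: luminescence from enzymatic CDP-Star hydrolysis. Doses: test compounds delivered from DMSO solution.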
ATG4B inhibitor: ATG4B (human) cysteine protease inhibition; ATG4B cleavage of LC3-PLA2, NBD-HPC fluorescence, 1 h; Q9Y4P1; inhibition, % at 8.33 µM; actives 0.51% (n = 340,000); in the data active = inhibition above about 40%
Target sequence (Q9Y4P1 whole entry, looked up): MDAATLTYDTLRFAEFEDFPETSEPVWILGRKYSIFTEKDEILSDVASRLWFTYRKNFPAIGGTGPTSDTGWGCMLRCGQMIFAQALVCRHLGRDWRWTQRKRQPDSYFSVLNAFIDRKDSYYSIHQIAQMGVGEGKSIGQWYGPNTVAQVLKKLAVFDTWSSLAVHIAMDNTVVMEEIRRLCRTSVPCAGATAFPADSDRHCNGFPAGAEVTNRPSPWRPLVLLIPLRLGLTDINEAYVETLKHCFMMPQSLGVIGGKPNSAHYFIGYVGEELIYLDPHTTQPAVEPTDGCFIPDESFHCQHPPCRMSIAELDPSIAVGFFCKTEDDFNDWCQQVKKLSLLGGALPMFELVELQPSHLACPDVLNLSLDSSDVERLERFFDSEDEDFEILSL
hIAP block: blocks human intestinal alkaline phosphatase | P09923 | purified IAP, CDP-Star luminescence, 30 min | inhibition, % at 10 µM | actives 0.12% (n = 330,000);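 active = inhibition reaching a set limit with compound at 10 µM in the primary screen, cut at about 35% in these data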;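 also: plate controls were DMSO wells with enzyme for no effect and no-enzyme buffer wells for full effect; values of inactives mirror those of a sister screen read the other way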
mIAP block: mouse IAP inhibition. inhibition, % at 10 µM. actives 0.2% (n = 330,000). purified mouse IAP, CDP-Star luminescence, 30 min;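 active = inhibition of at least 40% at 10 µM in the primary screen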;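 also: plate controls were DMSO with enzyme for no effect and no enzyme wells for full effect; values of inactives mirror those of a sister screen read the other way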
APOBEC3A inh: inhibitors of human APOBEC3A DNA deaminase; inhibition, % at 20 µM; recombinant A3A, FAM/TAMRA ssDNA deamination fluorescence; actives 0.41% (n = 330,000);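 active = at least 40% inhibition at 20 µM here, with at most 30% in a related deaminase screen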;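 also: plate controls were A3A with DMSO for no effect and wells lacking A3A enzyme for full effect; some results filed as inactive read as strong as hits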
* marks the source's active call; other numbers are inactive results. No enrichment for hits; any-hit rate near 2.4%.

SMILES | hIAP act | HKDC1 inhibitor | PfGluPho inh | mIAP act | ATG4B inhibitor | hIAP block | mIAP block | APOBEC3A inh
CC(C)CN(C(=O)CCCSc1nc2ccccc2[nH]1)c1c(N)n(Cc2ccccc2)c(=O)[nH]c1=O | 0.98 | 1 | 6 | 0.99 | -2 | 2 | 0 | 1
Cc1cc(NS(=O)(=O)Cc2ccccc2)cc(C)c1OCC(=O)N1CCOCC1 | 1.1 | -6 | -2 | 0.95 | 0 | -10 | 5 | -4
CCCN(CCC)c1nc(N)nc(-c2cc(Cl)ccc2OC)n1 | 0.97 | -2 | 15 | 0.92 | 0 | 3 | 8 | 1
O=C(/C=C/c1ccc(F)cc1)NCc1cccs1 | 1.1 | -7 | 8 | 1 | 1 | -13 | -2 | 0
COc1ccc(NC(=O)C(OC)c2ccccc2)cc1Cl (stereo not given) | 1 | 1 | -2 | 0.89 | -4 | -3 | 11 | 0
O=C(OCC(=O)N1CCN(C(=O)c2ccco2)CC1)c1ccccc1 | 1 | -3 | 6 | 0.84 | 2 | 0 | 16 | 5
Cc1cccc(Nc2nc3c(c(=O)n(C)c(=O)n3C)n2CC(O)CO)c1 (stereo not given) | 1 | 3 | 8 | 0.98 | -3 | -4 | 2 | -1
CC(C)OC(=O)c1c(F)c(F)c(N2CCOCC2)c(F)c1F | 0.99 | 0 | -8 | 1 | 4 | 1 | -3 | -3
CCCC(C)NC(=O)CSc1nnc(-c2c[nH]c3ccccc23)o1 (stereo not given) | 1.1 | -1 | 8 | 1.1 | -16 | -8 | -11 | 1
O=C(NCCN1CCOCC1)c1ccc2c(c1)N(Cc1ccccc1F)C(=O)c1ccccc1S2(=O)=O | 1.2 | -1 | -13 | 1.1 | 3 | -20 | -10 | 2
COCCn1c(C)cc(C(=O)CSc2nc(C)c(C)c(C)n2)c1C | 1 | -4 | 32 | 0.82 | -7 | -1 | 18 | -2
O=C(N/C(=C\c1ccccc1)C(=O)N1CCCCC1)c1ccc(Br)o1 | 1.1 | -4 | 2 | 1.1 | -6 | -12 | -9 | 2
CCOC(=O)C1(Cc2ccccc2)CCN(Cc2ccc(COC)o2)CC1 | 1.1 | -7 | 14 | 0.97 | 7 | -12 | 3 | -1
CCOc1ccc(CN(C(=O)c2oc3cc(C)ccc3c2C)C2CCS(=O)(=O)C2)cc1 (stereo not given) | 1.1 | -2 | 25 | 1.1 | -19 | -13 | -7 | 0
COc1ccc(CNC(=O)C2CCCN(c3nc4ccccc4o3)C2)c(OC)c1 (stereo not given) | 0.9 | -2 | -21 | 1 | -10 | 10 | -3 | -2
NS(=O)(=O)c1ccc(NC(=O)COC(=O)CCC2CCCCC2)cc1 | 1.1 | 11 | -4 | 1 | -4 | -8 | -1 | 5
CC(C)(C)c1cc(C(=O)N2CCc3ccccc3C2)ccn1 | 0.9 | -3 | -4 | 0.99 | 6 | 10 | 1 | -5
Cc1cc(C)nc(NC2=NCC(=O)N2c2ccccc2)n1 | 1 | 3 | -10 | 1 | -8 | -2 | -1 | -2
Cc1ccc(-c2cc3nn(-c4ccccc4)c(N)c3c(=O)o2)cc1 | 1 | 4 | 8 | 0.98 | 0 | 0 | 2 | -2
COC(=O)c1cn(-c2ccccc2)c(=O)c2ccccc12 | 1.1 | 2 | -10 | 1 | -3 | -9 | -1 | 3
Cc1ccc(C(=O)NNC(=O)c2n[nH]c(=O)c3ccccc23)cc1C | 2.2* | 2 | 5 | 0.84 | -5 | -118 | 16 | 3
COc1ccc(N(CC(=O)N2CCN(C)CC2)S(=O)(=O)c2ccccc2)cc1OC | 1 | -1 | -9 | 1 | -4 | -3 | -1 | 0
COc1ccc(S(=O)(=O)NCCOc2ccccc2)cc1F | 0.86 | 0 | 10 | 0.99 | -6 | 14 | 0 | -2
CCNC(=S)N1CC(C)OC(C)C1 (stereo not given) | 1.1 | 0 | -9 | 0.98 | 5 | -8 | 2 | -2
COc1ccc(S(=O)(=O)N2CCC(N3CCCC3)CC2)cc1 | 1.2 | -2 | -1 | 0.96 | -4 | -16 | 4 | 0
CC(=O)C1=C(C)NC(=O)NC1c1cc(Br)ccc1OCC(N)=O (stereo not given) | 1.4 | -4 | 4 | 1.1 | -5 | -37 | -9 | -3
CC1(C)COC2(OC1)C(=O)Nc1ccccc12 | 0.97 | -3 | -1 | 0.95 | -3 | 3 | 5 | 0
Cc1nn(-c2ccccc2)c(Cl)c1C(=O)Nc1nnc(C2CCCCC2)s1 | 1 | 7 | -28 | 1 | -11 | -4 | -2 | -2
CC(=O)Nc1ccc(S(=O)(=O)N2CCCCC2c2cccnc2)cc1 (stereo not given) | 0.92 | 7 | -3 | 1 | 4 | 8 | 0 | -1
Cc1ccc(CSCC(=O)Nc2cc(S(=O)(=O)N3CCOCC3)ccc2OC(C)C)cc1 | 1.2 | 2 | 21 | 1 | -4 | -23 | -3 | 10
Cc1ccc(C(=O)Nc2cccc(C(=O)O)c2)cc1S(=O)(=O)N1CCOCC1 | 0.8 | 12 | 5 | 0.97 | -5 | 20 | 3 | 0
CS(=O)(=O)c1ccc2nc(NC(=O)C3CCCO3)sc2c1 (stereo not given) | 1 | -6 | 6 | 1.1 | 2 | -3 | -14 | -1
CCOC(=O)c1ccc(NC(=S)NCCCN2CCN(C3CCCCC3)CC2)cc1 | 0.92 | -9 | 17 | 1.1 | 0 | 8 | -14 | 4
CC(C)(C)OC(=O)C[C@H]1C/C=C\C[C@H](CC(=O)N[C@H](CO)Cc2ccccc2)C(=O)N2CCC[C@H]2COC1=O | 1 | -5 | -13 | 1 | -1 | -1 | -2 | -3
N[C@H]1C(O)O[C@H](CO)[C@@H](O)[C@@H]1O (stereo not given in full) | 1 | -1 | 0 | 1 | 0 | -2 | -2 | -2
COc1ccc(C(CNC(=O)c2cccc(N(C)C)c2)N2CCCC2)cc1 (stereo not given) | 0.99 | 1 | 6 | 0.88 | 5 | 1 | 12 | -4
CSc1ccccc1-c1nnc(-c2ccccc2)o1 | 1.2 | -2 | 7 | 1.1 | 3 | -16 | -11 | -3
COc1ccc(-c2nnc(SCC(=O)N3CCN(c4ccccc4)CC3)o2)cc1OC | 0.92 | -4 | -7 | 1.1 | 1 | 8 | -7 | 1
CCc1ccccc1NC(=O)c1ccc2c(O)c(S(=O)(=O)c3ccc(OC)cc3)c(=O)[nH]c2c1 | 1.1 | -1 | -21 | 0.96 | 1 | -9 | 4 | -2
Cc1cc(O)cc2c1O[C@@](C)(CCC[C@@H](C)CCC[C@@H](C)CCCC(C)C)CC2 | 1.2 | -9 | -20 | 0.92 | -2 | -22 | 8 | 4

10 entries out of the list, sorted by formula weight, lowest first:
SMILES | hIAP act | HKDC1 inhibitor | PfGluPho inh | mIAP act | ATG4B inhibitor | hIAP block | mIAP block | APOBEC3A inh
CCNC(=S)N1CC(C)OC(C)C1 (stereo not given) | 1.1 | 0 | -9 | 0.98 | 5 | -8 | 2 | -2
CC(C)OC(=O)c1c(F)c(F)c(N2CCOCC2)c(F)c1F | 0.99 | 0 | -8 | 1 | 4 | 1 | -3 | -3
COc1ccc(S(=O)(=O)N2CCC(N3CCCC3)CC2)cc1 | 1.2 | -2 | -1 | 0.96 | -4 | -16 | 4 | 0
COc1ccc(S(=O)(=O)NCCOc2ccccc2)cc1F | 0.86 | 0 | 10 | 0.99 | -6 | 14 | 0 | -2
Cc1ccc(C(=O)NNC(=O)c2n[nH]c(=O)c3ccccc23)cc1C | 2.2* | 2 | 5 | 0.84 | -5 | -118 | 16 | 3
O=C(OCC(=O)N1CCN(C(=O)c2ccco2)CC1)c1ccccc1 | 1 | -3 | 6 | 0.84 | 2 | 0 | 16 | 5
CCCC(C)NC(=O)CSc1nnc(-c2c[nH]c3ccccc23)o1 (stereo not given) | 1.1 | -1 | 8 | 1.1 | -16 | -8 | -11 | 1
CC(=O)Nc1ccc(S(=O)(=O)N2CCCCC2c2cccnc2)cc1 (stereo not given) | 0.92 | 7 | -3 | 1 | 4 | 8 | 0 | -1
CC(C)CN(C(=O)CCCSc1nc2ccccc2[nH]1)c1c(N)n(Cc2ccccc2)c(=O)[nH]c1=O | 0.98 | 1 | 6 | 0.99 | -2 | 2 | 0 | 1
O=C(NCCN1CCOCC1)c1ccc2c(c1)N(Cc1ccccc1F)C(=O)c1ccccc1S2(=O)=O | 1.2 | -1 | -13 | 1.1 | 3 | -20 | -10 | 2

Continuation:
SMILES | hIAP act | HKDC1 inhibitor | PfGluPho inh | mIAP act | ATG4B inhibitor | hIAP block | mIAP block | APOBEC3A inh
Cn1nnnc1SCC(=O)NCCc1ccc(Cl)cc1 | 1 | -9 | -2 | 0.93 | -17 | -1 | 7 | 0
O=C(Cn1cc(C(=O)C(F)(F)F)c2ccccc21)Nc1ccccc1F | 0.95 | -1 | 0 | 1 | 0 | 5 | -2 | 4
Cn1c(=O)c2c(nc(CN3CCc4ccccc4C3)n2CCCO)n(C)c1=O | 0.8 | 16 | -24 | 0.94 | 1 | 20 | 6 | -3
CCOC(=O)c1cnn(Cc2ccccc2Cl)c1N | 0.94 | -2 | 9 | 1 | -5 | 6 | 0 | -2
Cc1nc(SCC(=O)Nc2cccc(Cl)c2)n[nH]1 | 1.1 | -11 | -28 | 0.95 | -11 | -13 | 5 | -3
CN(C)c1ccc(C(CNS(=O)(=O)c2ccc3ccccc3c2)N2CCOCC2)cc1 (stereo not given) | 1 | -2 | 7 | 0.98 | -4 | -2 | 2 | -2
CCCc1cc(=O)[nH]c2nnc(SCC(=O)Nc3nccs3)n12 | 1 | -8 | 8 | 0.86 | -3 | -2 | 14 | 1
Cc1cc(NC(=O)COC(=O)c2cc(S(=O)(=O)N(C)C)ccc2Cl)no1 | 1.1 | 3 | 2 | 1.1 | -13 | -9 | -13 | -3
COc1ccc(NC(=O)C(Cc2ccccc2)NC(=O)c2ccco2)cc1OC (stereo not given) | 1 | -8 | 3 | 0.91 | -6 | -4 | 9 | -2
CCOc1ccc(CN2CCN(Cc3cnc(-c4ccccc4)s3)CC2CCO)cc1 (stereo not given) | 0.9 | -3 | -4 | 0.88 | -3 | 10 | 12 | -2
CCCNC(=O)c1ccc2c(c1)ncn2-c1ccccc1OC | 0.9 | -3 | 4 | 0.99 | 0 | 10 | 1 | -5
O=C(O)Cc1ccc(-c2ccccc2)cc1 | 0.81 | -4 | -12 | 1 | -2 | 19 | -1 | -5
CN(C)CCNC(=O)c1cccc(NS(=O)(=O)c2ccc(Cl)c(Cl)c2)c1 | 1.1 | -1 | -27 | 1.1 | -12 | -14 | -11 | -5
COc1ccc(CC(=O)OCC(=O)NC2CCCCCC2)cc1OC | 1 | -8 | 13 | 1 | -9 | -4 | -1 | -2
CCN(CC)c1ccc(/C=N/NC(=O)c2nnn(-c3nonc3N)c2C(C)C)c(O)c1 | 2* | -11 | -14 | 0.86 | 6 | -100 | 14 | -10
O=C(Nc1cccc(Cl)c1)Nc1c[nH]c(=O)[nH]c1=O | 0.99 | -1 | -2 | 0.95 | -5 | 1 | 5 | -1

Screening results from PubChem.
